# Cneo AK release: causes C. neoformans cell lysis; adenylate kinase release luminescence, 4 h; normalised: neutral wells 0, clomiphene wells 100; lysis activity, % at 15 µM; 360,000 tested, 0.2% active;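 active = mean lysis activity across replicates of at least 80%, whatever share of replicates individually reach that level; inactive = mean lysis activity below 80%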
#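 Assay system: C. neoformans cells. Amount: yeast cell density of 5 × 10^6 cells/mL. Technique: AK luminescence. Buffer or medium: YPD. Times: static 4 h at 37 °C with compound, 1 h detection. Dosing: single-point compound dose. Read-out: lysis from increased AK signal.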
# FN deposition inh: fibronectin deposition inhibition; AH1F fibroblasts, Alexa488-fibronectin deposition fluorescence, overnight; inhibition, % at 12.6 µM; 350,000 tested, 0.086% active; AID 743247;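 active = mean inhibition across replicates of 30% or more, regardless of how many single replicates reach that level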;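 also: positive control wells lacked labelled fibronectin entirely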
#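 Assay system: AH1F fibroblasts / Quantity: 10000 cells per well / Medium: DMEM plus 2% serum, read in PBS / Reagent: labelled fibronectin 24 nM / Dosing: single dose, pinned / Times: 1 h cell attachment, overnight exposure to compound and label / Signal: fluorescence, ex 485 nm, em 525 nm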
# GSIS activator: GLuc luminescence reporter in INS-1E cells, primary screen for activators of glucose-dependent secretion of insulin | activation, % at 16.6 µM | INS-1E GLuc reporter insulin secretion, 2-3 h | AID 743287 | 370,000 tested, 0.61% active;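 active = lowest replicate activation of at least 40%, so every replicate reaches that level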;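 also: 0% = median of neutral control wells and 100% = median of IBMX positive control wells; some compounds called inactive have numbers as strong as hits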
# F508del corr: CFTR F508del correction in bronchial cells. 350,000 tested, 0.36% active. activity (quench increase), % at 7.58 µM. CFBE cells, YFP halide quenching; stimulated with forskolin plus potentiator P3; % fluorescence drop versus neutral controls;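 active = mean added fluorescence quench of at least 8% versus neutral control, with both replicates also reaching 8%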;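 also: cells transiently co-express mutant CFTR-F508del with the halide-sensitive YFP; corrector assay measuring rescue of mutant channel to the surface after 24 h compound exposure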
# miR-122 sensor: miR-122 inhibition in Huh7 cells; activation (reporter increase), % at 12.5 µM; AID 602342; Huh7 miR-122 Renilla luciferase sensor, 48 h; neutral wells = 0, positive control = 100; 340,000 tested, 0.3% active;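 active = mean replicate activation score at least 90 and every replicate individually at or above 90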;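 also: higher luciferase means less miR-122 activity so hits act as miR-122 inhibitors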
# PGC1a acetyl inh: PGC1a acetylation modulation, inhibitor mode | U2OS PGC1a acetylation, AlphaScreen anti-acetyl-lysine; with virally co-expressed GCN5 acetyltransferase | inhibition, % at 15.6 µM | 350,000 tested, 0.17% active | AID 651687;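 active = every replicate shows inhibition of at least 40%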;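 also: 0% = neutral control wells and 100% = positive control wells; some results beyond the cut were filed as inactive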
# C2C12 statin: suppressors of simvastatin-induced myotoxicity in C2C12 myotubes; ATP luminescence, 48 h; scaled: DMSO 0, geranylgeraniol control 100; rescue of ATP level, % at 7.49 µM; 330,000 tested, 0.78% active;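 active = mean ATP rescue above about 67%, or every replicate alone reaching that limit, limit read from the data, passing the limit was not always enough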;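 also: myotubes were challenged with 10 µM simvastatin during compound exposure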
# PglD inh: inhibitors of Campylobacter jejuni PglD acetyltransferase | purified PglD enzyme, DTNB colorimetric CoA detection | inhibition, % at 12.5 µM | 360,000 tested, 0.098% active; in the data active = inhibition above about 16%, passing the limit was not always enough; also: strong numbers were not always called active
# * hit, by the source's call; nt = no result given; & = joins results of further samples; [ ] = remark or other dose.
# Second line of a record – miR-122 sensor	PglD inh	FN deposition inh	GSIS activator	PGC1a acetyl inh	C2C12 statin	Cneo AK release	F508del corr
> CC(C)NC(=O)N(C)C[C@H]1Oc2ccc(NC(=O)C3CC3)cc2CC(=O)N([C@H](C)CO)C[C@H]1C
    -1[16.7 µM]	0	nt	5	10	18	2	-5.4
> C=CCOc1ccc(/C=C/C(=O)OCC(=O)NCc2cccc(OC)c2)cc1
    -2	1	-1	-6	7	-1	-1	3.9
> O=C(CN1CCOCC1)N[C@H]1CC[C@@H](CCNC(=O)C2CCCCC2)O[C@H]1CO
    nt	-1	-8	14	17	-3	-2	-0.6
> COc1ccc(N2CCN(C(=O)c3ccccc3N(C)S(=O)(=O)c3ccccc3)CC2)cc1
    4	-3	3	-6	nt	-10	1	1.2
> CCC(=O)Nc1ccc2c(c1)OC[C@@H](C)N(C(=O)c1ccccn1)C[C@H](C)[C@@H](OC)CN(C)C2=O
    1[16.7 µM]	1	-2	3	nt	-10	-1	nt
> COc1ccc(OC)c(N(CC(=O)NCCSC2CCCCC2)S(=O)(=O)c2ccccc2)c1
    12	-1	nt	36	nt	-1	3	-0.8
> COC(=O)C1CCN(C(=O)COC(=O)C2CCN(S(=O)(=O)c3c(Cl)cccc3Cl)CC2)CC1
    -4	-4	-3	-8	nt	9	0	0.8
> Cn1c(=O)c2c(nc(Sc3nc4ccccc4n3CC(=O)N3CCCCC3)n2C)n(C)c1=O
    -3	-2	nt	4	-26	-1	2	nt
> COc1ccc(Oc2nc(-c3ccncc3)nc3ccccc23)cc1
    1	5	-2	7	7	nt	-1	0.1
> CC1CN(c2nnnn2-c2ccccc2)CC(C)O1 (stereo not drawn)
    7	-5	nt	nt	-5	nt	0	nt
> OC1(c2cccnc2)CCN(Cc2nnnn2C2CCCCC2)CC1
    -2	-3	3	nt	1	2	1	nt
> CN(C)c1nc(OCCNC(=O)Nc2ccccc2)nc(N2CCCCC2)n1
    -1	nt	0	-52	-12	nt	nt	-3.8
> CCCNC(=O)N(C)C[C@H]1N[C@@H](CO)[C@@H]1c1ccc(C2=CCCCC2)cc1
    50[16.7 µM]	1	15	-3	-9	-9	3	-5.0
> C/C=C/c1ccc2c(c1)O[C@H](CN(C)Cc1cncnc1)[C@H](C)CN([C@H](C)CO)S2(=O)=O
    nt	-8	3	18	0	-13	7	1.9
> COc1ccc2[nH]cc(C(=O)CN3CCN(C4CCCCC4)CC3)c2c1
    -1	-1	nt	nt	29	-9	0	nt
> Nc1c(-c2ccccc2)c(CN2CCOCC2)nn1-c1ccc(C(=O)O)cc1
    -8	-6	3	23	-2	nt	-2	nt
> CC1CN(C(=O)/C=C/c2ccc3c(c2)OCO3)CC(C)O1 (stereo not drawn)
    8	-8	-1	2	2	0	0	nt
> C=C(C)Cn1c(C2CC(=O)N(Cc3ccccc3)C2)nc2ccccc21 (stereo not drawn)
    0	-4	1	nt	-1	44	0	0.8
> CC(C)NC(=O)NC(=O)CSc1nnc(-c2ccccc2F)n1N
    nt	nt	-1	16	7	nt	nt	-0.4
> Cc1cccc(NC(=O)CN(CC2CCCO2)C(=O)c2oc3ccc(F)cc3c2C)c1C (stereo not drawn)
    nt	0	-2	7	nt	7	-4	-3.4
> CN(C)C(=O)C[C@@H]1CC[C@H](NC(=O)Nc2cccc(F)c2)[C@@H](CO)O1
    nt	0	-6	4	-3	5	-2	0.4
> CCCCCCc1ccc(N2C[C@H](C)[C@@H](CC(=O)NCc3ccccc3)C2=O)cc1
    nt	-1	-1	-2	nt	-2	1	0.9
> COc1ccc(C#Cc2cnc3c(c2)C(=O)N([C@H](C)CO)C[C@@H](C)[C@H](CN(C)C)O3)cc1
    -2[16.7 µM]	-4	5	-5	-9	10	1	0.6
> CCN(CC)S(=O)(=O)c1ccc(-c2nnc(SCc3nnc(-c4ccc(C)cc4)o3)n2CC)cc1
    9	nt	-9	nt	-7	-7	3	nt
> CN(Cc1ccc(F)cc1)S(=O)(=O)c1ccc2[nH]c(=O)[nH]c2c1
    2	-7	16	14	-7	-13	0	-6.0
> O=CNc1cc(-c2ccc(C(=O)NC3CC3)cc2)cn2c(-c3ccccc3)cnc12
    2	1	-2	-5	-13	-11	-1	14*
> O=C(NC1CCCC1)C(c1ccc(O)cc1)N(CC1CCCO1)C(=O)C1COc2ccccc2O1 (stereo not drawn)
    -3	2	nt	-16	1	13	1	3.1
> Cc1ccc(Nc2nc(C)cc(C)c2C(N)=O)cc1
    6	-12	nt	0	3	-2	-1	nt
> Cc1sc2nc(SCC(=O)Nc3ccccc3F)[nH]c(=O)c2c1C
    4	2	0	28	nt	13	0	1.3
> COc1ccc(S(=O)(=O)N2CCC(C(=O)NCc3ccncc3)CC2)cc1
    -4	-5	-1	5	1	4	0	-0.1

# Taken from above:
# COc1ccc(C#Cc2cnc3c(c2)C(=O)N([C@H](C)CO)C[C@@H](C)[C@H](CN(C)C)O3)cc1 | PglD inh = -4
# C=C(C)Cn1c(C2CC(=O)N(Cc3ccccc3)C2)nc2ccccc21 (stereo not drawn) | PGC1a acetyl inh = -1
# Cc1sc2nc(SCC(=O)Nc3ccccc3F)[nH]c(=O)c2c1C | F508del corr = 1.3
# COc1ccc(Oc2nc(-c3ccncc3)nc3ccccc23)cc1 | F508del corr = 0.1
# CCN(CC)S(=O)(=O)c1ccc(-c2nnc(SCc3nnc(-c4ccc(C)cc4)o3)n2CC)cc1 | Cneo AK release = 3
# CCC(=O)Nc1ccc2c(c1)OC[C@@H](C)N(C(=O)c1ccccn1)C[C@H](C)[C@@H](OC)CN(C)C2=O | GSIS activator = 3

# Records listed above shown as hits in F508del corr.
canonical_smiles | miR-122 sensor | PglD inh | GSIS activator | PGC1a acetyl inh | F508del corr
O=CNc1cc(-c2ccc(C(=O)NC3CC3)cc2)cn2c(-c3ccccc3)cnc12 | 2 | 1 | -5 | -13 | 14*

# Going on with the list.
# Second line of a record – miR-122 sensor	PglD inh	FN deposition inh	GSIS activator	PGC1a acetyl inh	C2C12 statin	Cneo AK release	F508del corr
> COCC(=O)Nc1ccc2c(c1)OC[C@@H](C)N(C(=O)c1ccccc1)C[C@@H](C)[C@H](OC)CN(C)C2=O
    -21[16.7 µM]	0	-6	-5	0	3	1	-0.6
> CC(=O)N1CC2(C1)[C@@H](c1ccc(-c3cccc(F)c3)cc1)[C@@H](CO)N2CC1CC1
    nt	nt	-6	-1	3	nt	nt	-0.3
> COc1cccc(NC(=O)COC(=O)CCC(=O)c2cccs2)c1
    2	-2	-3	25	-2	9	1	2.4
> Cc1ccc(N(C(=O)CNC(=O)c2ccco2)C(C(=O)NC2CCCC2)c2ccncc2)cc1C (stereo not drawn)
    nt	0	0	15	nt	12	-1	-1.6
> CCCCc1ccc(-c2ccc(C)cc2O)nc1
    -4	3	9	nt	2	3	-9	nt
> CCN(C(=O)COC(=O)Cc1c[nH]c2ccccc12)c1c(N)n(Cc2ccccc2)c(=O)[nH]c1=O
    2	-3	4	22	4	1	2	-0.4
> CCC(=O)N1[C@H](C(=O)Nc2ccccc2)[C@@H](CO)[C@@H]2Cn3c(ccc(-c4ccncc4)c3=O)[C@@H]21
    8[16.7 µM]	3	nt	-4	5	-2	99*	-1.2
> Cc1ccc2oc(=O)cc(CN3CCN(C/C=C/c4ccccc4)CC3)c2c1
    -4	-5	2	nt	9	14	2	-2.4
> CN(Cc1ccccc1)c1ccc(C(CC(N)=O)NC(=O)Cc2ccc(Br)cc2)cc1[N+](=O)[O-] (stereo not drawn)
    -1	-2	15	nt	7	-25	-2	-3.0
> CC(C)C(=O)Nc1ccc2nn(-c3ccc(F)cc3)nc2c1
    -6	6	nt	nt	-11	1	-4	nt
> CCOc1ccc2nc(NC(=O)CSC3=NCCS3)sc2c1
    -3	-1	nt	nt	-9	0	-7	nt
> O=C(C[C@H]1C=C[C@@H](NC(=O)NC2CCCCC2)[C@H](CO)O1)NCc1ccccc1
    -13[16.7 µM]	5	nt	-8	-7	-6	-2	-1.0
> O=C(NCC(c1cccnc1)N1CCN(c2ccc(F)cc2)CC1)c1ccc(F)cc1 (stereo not drawn)
    2	4	nt	nt	-4	28	-7	nt
> Cc1noc(C)c1NC(=O)N(C)C[C@@H]1Oc2ccc(NC(=O)Cc3cn(C)c4ccccc34)cc2CC(=O)N([C@H](C)CO)C[C@@H]1C
    -2	3	-24&1	3&-10	nt	6	2	-0.9
> COc1cc(C(=O)NCc2nnc(SCC(=O)N3CCC(C)CC3)o2)cc(OC)c1OC
    -7	1	-7	nt	10	10	1	nt
> COc1ccc(C2c3ccc4ccccc4c3Oc3ncn(CCO)c(=N)c32)cc1 (stereo not drawn)
    -1	-12	nt	-15	-5	-17	0	nt
> O=C(C1CCN(C2CCN(Cc3ccsc3)CC2)CC1)N1CCOCC1
    -2	0	-6	nt	nt	7	0	-2.0
> O=C(C[C@@H]1CC[C@H]2[C@@H](COC[C@@H](O)CN2S(=O)(=O)c2cccc(Cl)c2)O1)Nc1ccccc1
    -6[16.7 µM]	0	-14	-12	-4	3	2	1.0
> CN(C)C(=O)c1ccc(-c2ccc([C@@H]3[C@@H](C#N)N(C(=O)C4CCCCC4)[C@H]3CO)cc2)cc1
    nt	-5	9	-8	-16	0	57	-1.0
> C[C@@H]1CN([C@@H](C)CO)C(=O)Cc2cc(NS(C)(=O)=O)ccc2O[C@H]1CN(C)Cc1ccccc1
    -2[16.7 µM]	0	nt	5	-2	-20	0	0.3
> O=C(NC1CCC1)[C@H]1[C@H](CO)[C@H]2Cn3c(ccc(-c4ccncc4)c3=O)[C@@H]1N2CC1CC1
    7[16.7 µM]	1	nt	-6	2	2	-1	-0.9
> O=C(Nc1ccccc1Br)C1CC(=O)N(c2ccc3c(c2)OCCO3)C1 (stereo not drawn)
    -3	3	1	-3	17	7	-1	2.4
> O=C(NC(=S)Nc1cccc2ncccc12)c1ccco1
    nt	-4	-6	2	nt	nt	0	0.8
> CCSc1nnc(CNc2ccc(F)cc2)n1CC1CCCO1 (stereo not drawn)
    1	1	2	nt	-6	-5	0	nt
> Cc1ccc(S(=O)(=O)N(C)C[C@@H]2Oc3ccc(NC(=O)NC4CCCCC4)cc3CC(=O)N([C@H](C)CO)C[C@H]2C)cc1
    -12[16.7 µM]	0	nt	12	2	8	-2	-1.5
> Fc1ccc(-c2ccc(CNCc3ccccn3)o2)cc1Cl
    2	5	-1	5	1	10	-1	1.6
> O=C(COC(=O)c1cccnc1Cl)c1ccc(Cl)cc1Cl
    0	-3	1	nt	-10	0	15	nt
> CC(C)(C)OC(=O)C[C@H]1C/C=C\C[C@@H](CC(=O)N(CCO)Cc2ccccc2)C(=O)NC[C@H](c2ccccc2)OC1=O
    -8	-3	-15	-28	10	-3	0	2.7
> COC(=O)N(C)C[C@@H]1OCc2cnnn2CCCC(=O)N([C@H](C)CO)C[C@H]1C
    0	4&-2	-4&-17	31&11	-6&-7&5	-21&9&-7	2&-1	-3.2&0.8&1.9

# Reformatted field by field: two of the compounds above
O=C(NC1CCC1)[C@H]1[C@H](CO)[C@H]2Cn3c(ccc(-c4ccncc4)c3=O)[C@@H]1N2CC1CC1
  miR-122 sensor = 7[16.7 µM]	PglD inh = 1	FN deposition inh = nt	GSIS activator = -6	PGC1a acetyl inh = 2	C2C12 statin = 2	Cneo AK release = -1	F508del corr = -0.9

O=C(Nc1ccccc1Br)C1CC(=O)N(c2ccc3c(c2)OCCO3)C1 (stereo not drawn)
  miR-122 sensor = -3	PglD inh = 3	FN deposition inh = 1	GSIS activator = -3	PGC1a acetyl inh = 17	C2C12 statin = 7	Cneo AK release = -1	F508del corr = 2.4

# Screening results deposited in PubChem by Broad Institute.
